N370S GC mod = N370S glucocerebrosidase modulation, Gaucher chaperone candidate. P04062. N370S GC spleen homogenate, 4MU-glucoside fluorescence. Potency, µM (top dose mostly 59.4 µM), for inactives: top-dose activity change, negative = inhibition, hits mostly inhibitors. 0.092% of 330,000 active;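 also: 0% = full enzyme activity and -100% = no enzyme basal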
FEN1 inhibitor = inhibitors of human flap endonuclease 1. Recombinant FEN1 flap cleavage, fluorescence, 15 min. Potency, µM (doses to about 114 µM), inactives show at the highest dose activity change, negative = inhibition, most hits filed as inhibitors. 0.35% of 390,000 active. AID 588795; also: nearly all actives have a fitted effect of over 65% in size
Target sequence (P39748 whole entry, looked up): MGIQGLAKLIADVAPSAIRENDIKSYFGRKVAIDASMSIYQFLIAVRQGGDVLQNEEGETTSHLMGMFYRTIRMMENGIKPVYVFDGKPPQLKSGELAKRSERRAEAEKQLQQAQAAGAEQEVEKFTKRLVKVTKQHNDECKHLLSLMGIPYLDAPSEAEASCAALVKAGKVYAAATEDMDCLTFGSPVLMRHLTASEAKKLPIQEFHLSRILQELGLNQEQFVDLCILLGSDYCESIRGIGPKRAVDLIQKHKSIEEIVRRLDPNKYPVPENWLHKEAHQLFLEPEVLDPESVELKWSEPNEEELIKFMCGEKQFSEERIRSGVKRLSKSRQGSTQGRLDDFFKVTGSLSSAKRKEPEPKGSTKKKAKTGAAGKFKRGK
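Enzyme 10 nM, 15 min RT preincubation with compound; start with substrate 50 nM final; reads at 0 and 15 min; qHTS titration, four-parameter Hill fit.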
TDP1 cell CPT = DT40-hTDP1 cell growth loss with CPT | Potency, µM (doses to about 46.2 µM), for the others: at the top dose activity change, negative = growth inhibition, actives largely listed as inhibitors | chicken DT40 Tdp1-/-;hTDP1 cells + 20 nM CPT, ATP luminescence, 48 h | 12% of 420,000 active; also: nearly all actives have a fitted effect of over 55% in size
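Cell growth measured by CellTiter-Glo luminescence after a minimum 48 h, 37 C compound exposure with 20 nM CPT in Tdp1-knockout DT40 cells stably expressing hTDP1, seeded 400/well; qHTS titration format.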
The depositor's hits bear a star; ? = inconclusive; . = not tested or not shown; [ ] = remark or other dose. Calls follow the shape of the dose curve; as a rule, active = well fitted curve in the direction sought with a large enough effect; inconclusive = small, poorly fitted or top-dose-only effect, or another doubt; inactive = no such curve, though single readings can be large; an effect the other way counts as inactive or inconclusive. Unless noted, % is scaled to controls: 0 for no effect and ±100 for the full control effect; potency is read from the fitted curve at half-maximal effect. Only part of the results is shown. The share of hits here may be higher or lower than overall.

| Compound | FEN1 inhibitor | TDP1 cell CPT | N370S GC mod |
| --- | --- | --- | --- |
| Cc1nn(CCCC(=O)NCc2ccccc2)c(=O)c2cc3sccc3n12 | -10.8% | 1.1% | . |
| COc1cccc(/C=N\NS(=O)(=O)c2ccccc2)c1OC | 2.9% | -23.2% | -5.3% |
| CC(C)NC(=O)N1CC[C@@]2(CCCN(C(=O)c3cccc(F)c3)C2)C1 | . | 2.9% | 14.1% |
| O=S(=O)(c1cccc(Cl)c1)n1c(/C=C/c2ccccc2Cl)nc2ccccc21 | -11.2% | 18.4µM* | . |
| CCOC(=O)c1cc(-c2ccncc2)nc2c1c(C)nn2-c1ccccn1 | -15.1% | ? | 1.4%[2.35 µM] |
| COc1ccc(CCNC(=O)C(C(=O)c2ccc(F)cc2)n2ccccc2=O)cc1OC (stereo not drawn) | 2.1% | ? | 6.8% |
| COc1ccc(NC(=O)CSc2nc(N3CCCCC3)nc(N3CCCCC3)n2)cc1 | 6.2% | ? | 11.7% |
| Cc1c(C)c(C)c(C(=O)C2CCN(c3ccc([N+](=O)[O-])cn3)CC2)c(C)c1C | 9.0% | ? | 6.3% |
| CCOC(=O)CN1C=C(c2ccc3ccccc3n2)C(C[N+](=O)[O-])c2ccccc21 (stereo not drawn) | -7.3% | ? | -6.4% |
| Cc1cccc(NC(=O)C2CCN(S(C)(=O)=O)CC2)c1C | 2.7% | -3.6% | 0.9% |
| O=C(NCCC1=CCCCC1)C1CCN(c2nc3ccccc3o2)CC1 | 1.6% | ? | 4.0% |
| O=C(COC(=O)c1cc(S(=O)(=O)N2CCOCC2)ccc1F)NC1CCCCC1 | -9.5% | 0.8% | . |
| COc1ccc2c(c1)CC/C2=N\NC(=O)c1ccccc1 | 2.9% | -10.6% | -17.6% |
| COc1ccccc1NC(=O)Cn1ncc2c1-c1ccccc1OC2 | -12.9% | 14.6µM* | -1.2% |
| COC(=O)c1c(NC(=O)c2nc(SCc3cccc(C)c3)ncc2Cl)sc2c1CCCC2 | 1.4% | -20.1% | . |
| Cc1occc1C(=O)N1CCCC(N2CCN(c3cccc(C(F)(F)F)c3)CC2)C1 (stereo not drawn) | 3.4% | 20.6µM* | -2.3% |

Whole records, looked up by structure. Order of values: FEN1 inhibitor	TDP1 cell CPT	N370S GC mod
`COc1ccccc1NC(=O)Cn1ncc2c1-c1ccccc1OC2` across the screens: -12.9%	14.6µM*	-1.2%
`O=C(NCCC1=CCCCC1)C1CCN(c2nc3ccccc3o2)CC1` across the screens: 1.6%	?	4.0%
`O=C(COC(=O)c1cc(S(=O)(=O)N2CCOCC2)ccc1F)NC1CCCCC1` across the screens: -9.5%	0.8%	.
`CCOC(=O)CN1C=C(c2ccc3ccccc3n2)C(C[N+](=O)[O-])c2ccccc21` (stereo not drawn) across the screens: -7.3%	?	-6.4%
`COC(=O)c1c(NC(=O)c2nc(SCc3cccc(C)c3)ncc2Cl)sc2c1CCCC2` across the screens: 1.4%	-20.1%	.

Carrying on.
| Compound | FEN1 inhibitor | TDP1 cell CPT | N370S GC mod |
| --- | --- | --- | --- |
| O=S(=O)(c1ccc(Cl)cc1)N1CCN(Cc2ccc(O)c3ncccc23)CC1 | 16.6% | 6.51µM* | -13.7% |
| OCC(O)C(O)C(O)C(O)C=Nc1ccc(/C=C/c2ccnc3ccccc23)cc1 (stereo not drawn) | 5.9% | ? | . |
| CC1(C)CN(c2ccc(-c3ccnc4ncnn34)cc2)C1=O | 17.7% | -8.2% | ? |
| CCc1nn(CC(=O)Nc2cccc(C)c2C)c(=O)c2cc3sccc3n12 | 0.4% | -1.6% | . |
| Cc1ccc(CNC(=O)C2=NNC(=O)CC2)cc1 | -8.8% | -9.0% | 23.6% |
| COc1ccc(N=Cc2c(O)n(-c3cccc(C)n3)c(=O)c3ccccc23)c(OC)c1 | 2.4% | 1.7% | 6.5% |
| CC12COC3(C(=O)Nc4ccc(Cl)cc4)CC1CCC32C (stereo not drawn) | 2.4% | ? | 15.1% |
| Cn1ccc(C(=O)OCC(=O)c2ccccc2)n1 | 28.5% | -11.4% | -2.3% |
| COc1ccc(S(=O)(=O)N2CCC(C(=O)Nc3ccccc3N3CCCCC3)CC2)cc1OC | 2.5% | ? | -3.6% |
| CCC(=O)N1c2ccc(S(=O)(=O)CCC(=O)N3CCN(c4ccccc4F)CC3)cc2CC1C (stereo not drawn) | -3.0% | ? | -15.2% |
| COc1ccc(N2CCN(C(=O)c3ccc(COc4ccc([N+](=O)[O-])cc4)o3)CC2)cc1 | 0.6% | 10.3µM* | -1.3% |
| COc1cc(/C=C/c2cc[n+](C)cc2)ccc1OCC(=O)Nc1ccccc1 | -4.1% | -3.9% | 4.2% |
| CN(Cc1cnn(C)c1)C(=O)C1CCCCC1C(=O)O (stereo not drawn) | 5.2% | -1.3% | -2.7% |
| Cc1ccc(C(=O)c2oc3ccccc3c2N)cc1 | -13.5% | 16.4µM* | ? |
| Cc1c(NC(=O)Nc2cccc(Cl)c2)c(=O)n(-c2ccccc2)n1C | -12.8% | -3.3% | -8.1% |
| O=C1Oc2ccccc2C(=O)/C1=C/c1ccccc1O | 4.2% | 5.8µM* | 1.0% |
| CC1(C2CC2)NC(=O)N(CC(=O)N2CCN(c3ccccc3)CC2)C1=O (stereo not drawn) | 13.2% | -1.9% | . |
| COC(=O)CCC(NC(=O)c1cc(C)oc1C)C(=O)OC (stereo not drawn) | 10.8% | -6.2% | 6.1% |
| COc1cccc(NC(=O)N2CCN(C(=O)c3nsc4ccccc34)CC2)c1 | 10.4% | 5.7% | . |
| NC(=O)CC(NC(=O)Cc1ccc(Cl)cc1)c1ccc(NC2CCCC2)c([N+](=O)[O-])c1 (stereo not drawn) | -7.5% | ? | 7.2% |
| COc1ccc(S(=O)(=O)c2c(Nc3ccc(C)cc3)sc(C(=O)c3ccc(C)cc3)c2N)cc1 | -11.9% | ? | . |
| CCc1nnc(NC(=O)CCC(=O)N2CCN(C3CCCCC3)CC2)s1 | 2.4% | -18.8% | 3.7%[2.35 µM] |
| CC1=NN(c2ccccc2)C(=O)/C1=C\c1ccc(Oc2ccc([N+](=O)[O-])cc2[N+](=O)[O-])cc1 | -9.6% | ? | -7.5% |
| O=C1N[C@@H](Cc2ccccc2)COC(=O)[C@@H](Cc2ccc(F)cc2)C/C=C\C[C@@H]1CC(=O)N(CCO)Cc1ccccc1 | 0.3% | 23.1µM* | . |
| COc1cc(NC(=O)NCCN2CCN(c3ccc(Cl)cc3)CC2)ccc1C | -0.8% | ? | -16.0% |
| COc1cc(-c2cc(N)n(S(=O)(=O)c3ccc(F)cc3)n2)cc(OC)c1OC | 1.1% | 16.4µM* | 2.8% |
| CC(=O)N1CCc2c(sc(NC(=O)C3CCN(S(=O)(=O)c4cccs4)CC3)c2C(N)=O)C1 | -12.4% | -2.6% | -4.7% |
| O=S1c2ccccc2Nc2ccccc21 | -4.1% | -9.7% | -5.2% |
| COc1cccc(-c2nnc3sc(-c4ccccn4)nn23)c1 | -10.4% | ? | 9.1% |
| CCCc1cc(C(N)=O)c(NC(=O)c2ccoc2C)s1 | -31.6% | -23.5% | 2.5% |
| Cn1c(SCCCC(=O)c2ccccc2)nnc1-c1ccncc1 | -1.8% | 0.6% | -2.7%[2.35 µM] |
| CCOc1ccc2nc(NC(=O)Cn3c(C)csc3=O)sc2c1 | -3.7% | -20.9% | -1.3% |
| C=CCn1nnnc1-c1cc(Cl)cc(Cl)c1 | 8.3% | 0.7% | -0.5% |
| Cc1cccc(-n2ccnc2SCC(=O)Nc2cccc3ccccc23)c1C | -18.2% | 23.1µM* | . |
| CC(=O)Nc1ccc(N/C=C/C(=O)C(C)(C)C)cc1 | 3.1% | -14.6% | 1.0% |
| COc1cccc(NC(=O)C2CCN(c3nnc(-n4c(C)ccc4C)s3)CC2)c1 | -5.7% | ? | . |
| Cc1cccc(N2CCN(c3nc(C)cc(C)c3C#N)CC2C)c1 (stereo not drawn) | -6.0% | 6.5% | -0.1% |
| CCOC(=O)[C@@H]1[C@H]2COc3ccccc3[C@@H]2N2C(=O)N(c3ccc(OC)cc3)C(=O)[C@]12C | 14.7% | -27.6% | . |
| CN(Cc1ccccc1NS(=O)(=O)c1ccc2ccccc2c1)C1CCCCC1 | 7.5% | ? | -6.1% |
| COC(=O)c1ccccc1NC(=O)COc1ccc(S(=O)(=O)NC(C)C)cc1 | -27.7% | ? | -1.9% |
| Cc1nc(NCc2ccc3c(c2)OCO3)c2oc3ccccc3c2n1 | -29.2% | -21.0% | 3.9% |
| O=C(CSc1nc2cc(Cl)ccc2s1)c1cc2ccccc2o1 | ? | ? | -9.6% |
| Cc1ccc(NC(=O)CCNS(=O)(=O)c2ccc3c(c2)oc(=O)n3C)cc1 | 6.2% | -7.8% | 2.5% |
| Cc1ccc(NC(=O)c2onc(C)c2Cl)cc1 | 20.6% | -3.4% | -8.5% |
| CCN(CC)C(=S)Nc1ccc([N+](=O)[O-])cc1 | 1.1% | -0.4% | -5.7% |
| Cc1ccc(C(=O)N2CCOCC2)cc1S(=O)(=O)N1CCOCC1 | 1.8% | -0.6% | -0.9% |
| Cc1ccccc1OS(=O)(=O)c1cn(C)c(=O)n(C)c1=O | 14.8% | -26.6% | -2.8% |
| Cc1cc(C)nc(NC(=O)CSc2nn(C)c(=S)s2)n1 | 5.3% | -10.6% | 6.4% |
| CC1(C)Cc2c(cnn2-c2ccc(F)cc2)C(NC(=O)CCC(F)(F)F)C1 (stereo not drawn) | 4.8% | -17.7% | -1.1% |
| CCOC(=O)N1CCC(NC(=O)c2cc(C(=O)Nc3cccc(OC)c3)ccc2CO)CC1 | -5.5% | ? | -7.5% |
| CC(=O)OC[C@@]1(O)C[C@@]23CC[C@@H]4c5ccoc5CC[C@@]4(C)[C@@H]2CCC1C3 | . | -14.2%[9.04 µM] | 1.2% |
| COc1cccc(CNC(=O)CCC2CCCN(Cc3cc(Cl)ccc3O)C2)c1 (stereo not drawn) | 2.3% | 1.8% | 14.8% |
| Brc1ccccc1-c1nnc(CSc2nnnn2-c2ccccc2)o1 | -10.1% | -23.7% | 16.1% |
| Cc1nc2nncn2c(NCc2ccc(Cl)cc2)c1C | -5.2% | 2.59µM* | . |
| CN(C(=O)CCNC(=O)Cn1ccc2ccccc2c1=O)c1ccc(Br)cc1 | 1.2% | 1.4% | 0.6% |
| C[C@H]1CN=C(N(C)C)N1CCCC1CCCC1 | -0.8% | 16.4µM* | -13.4% |

Other compounds follow:
| Compound | FEN1 inhibitor | TDP1 cell CPT | N370S GC mod |
| --- | --- | --- | --- |
| O=C(NCc1ccccc1)c1ccc2c(c1)sc1nc(-c3ccc(F)cc3)cn12 | 4.5% | -11.9% | . |
| CN(C)CCN(C(=O)C1CCN(S(=O)(=O)c2cccs2)CC1)c1nc2c(F)cccc2s1 | 26.8% | -19.2% | 0.3% |
| COc1ccc(CC(=O)N(CC2CCCO2)c2nc3ccccc3s2)cc1 (stereo not drawn) | 1.1% | ? | 11.6% |
| CCNC(=O)CCc1nc(-c2ccc(C(C)(C)C)cc2)no1 | 13.9% | 16.4µM* | 15.8% |
| CCCCCCNC(=O)CSc1nccn1Cc1ccccc1 | 15.1% | -26.6% | 2.3% |
| CC(C)Oc1ccccc1C1C=C(C(=O)O)Nc2ncnn21 (stereo not drawn) | 16.2% | 3.9% | . |
| Cc1c(NC(=O)CCSCCc2ccccn2)cccc1[N+](=O)[O-] | 17.8% | ? | -20.5% |
| N#Cc1ccccc1COC(=O)CCCC1=NS(=O)(=O)c2ccccc2N1 | -12.6% | -21.3% | -10.0% |
| CCN(CC)S(=O)(=O)c1ccc(/C=C/C(=O)OCC(=O)Nc2cccc3ccccc23)cc1 | -1.5% | -12.1% | -1.9% |
| CCOC(=O)c1sc(NC(=O)c2ccc(C)o2)nc1C | -4.6% | ? | -3.7% |
| COc1ccc(-c2c(C)nn3c(N4CCN(c5cc(Cl)ccc5C)CC4)cc(C)nc23)cc1OC | -0.9% | -2.7% | . |
| CCC(CO)Oc1cc(NCc2ccccc2C)c2ncn(C(C)C)c2c1 (stereo not drawn) | ? | ? | . |
| CN(C)C(=O)c1ccc(NC(=O)CN2CCc3cc4c(cc3C2)OCCCO4)cc1 | -1.5% | -16.8% | 2.6% |
| CCOc1ccc(C(=O)N(CN2CCCC2=O)c2cccc(Cl)c2)cc1 | 5.1% | -13.9% | -12.2% |
| O=C(Nc1ncccc1O)c1cccc(S(=O)(=O)N2CCN(c3ccc(F)cc3)CC2)c1 | -3.3% | ? | ? |
| O=C(c1nc2ncccn2n1)N1CCc2ccccc2C1 | -1.7% | ? | -5.8% |
| Cc1nnc(SCC(=O)Nc2ccccc2)n(N)c1=O | 4.7% | -3.6% | 5.2% |
| COc1ccccc1CCNC(=O)Cc1c(C)c2c(cc(C)c3c(C)c(C)oc32)oc1=O | 17.0% | -12.7% | . |

Compound activity deposited in PubChem by National Center for Advancing Translational Sciences (NCATS).
